From PubChem BioAssay
FEN1 inh: qHTS Assay for the Inhibitors of Human Flap endonuclease 1 (FEN1) | P39748 | Recombinant FEN1 flap cleavage, fluorescence, 15 min | Potency, µM (doses to about 114 µM), without a hit: at the highest dose activity change, negative = inhibition, actives largely listed as inhibitors | hit rate 0.35% among 390,000 | AID 588795, 2011; active = well fitted inhibition curve with a large enough effect; inconclusive = small, poorly fitted or top-dose-only effect; inactive = no such curve, though single readings can be large or run the other way; also: nearly all actives have a fitted effect of over 65% in size
Target sequence (P39748 whole entry, looked up): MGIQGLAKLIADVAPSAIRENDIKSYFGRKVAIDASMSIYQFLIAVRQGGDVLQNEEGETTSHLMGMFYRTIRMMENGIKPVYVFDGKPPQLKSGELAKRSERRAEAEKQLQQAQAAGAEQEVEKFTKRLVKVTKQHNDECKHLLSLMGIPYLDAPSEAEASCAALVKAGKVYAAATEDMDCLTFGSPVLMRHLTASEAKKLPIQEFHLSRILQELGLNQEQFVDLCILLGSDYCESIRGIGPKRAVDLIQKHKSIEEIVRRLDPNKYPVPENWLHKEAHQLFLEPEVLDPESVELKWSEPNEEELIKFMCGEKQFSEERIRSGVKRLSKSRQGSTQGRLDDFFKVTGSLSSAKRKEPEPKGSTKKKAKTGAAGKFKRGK
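In this screen, 50 nM flap DNA substrate was added to 10 nM FEN1 pretreated with compound for 15 min at room temperature; cleavage was followed with reads at 0 and 15 min, and Hill fitting gave concentration–response parameters.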
* = called active by the depositor; ? = inconclusive; & = joins results of further samples; [ ] = another dose, or the depositor's remark. % is scaled to controls: 0 for no effect and ±100 for the full control effect; potency is read from the fitted curve at half-maximal effect. An excerpt. The share of hits here may be higher or lower than overall.

FEN1 inh,SMILES
-8%,O=C(NCc1c[nH]c2ccccc12)c1ccccc1
-3%,CCOC(=O)[C@H]1[C@H]2COc3ccc(Br)cc3[C@H]2N2C(=O)CN(Cc3ccc(C)cc3)C(=O)[C@@]12C
-7%,Cc1ccc(S(=O)(=O)Nc2c(C)cc([N+](=O)[O-])cc2C)cc1
-8%,COc1cc(C=NOC(=O)Nc2ccccc2)cc(OC)c1OC
-7%,O=C1C=C(Nc2cccnc2)c2ccccc2C1=O
-7%,CC(C)C(C)N(Cc1ccc(C(=O)O)cc1)C(=O)c1ccc2ccccc2n1 (stereo not given)
-3%,C#Cc1cccc(C(=O)N2CCCC(CCC(=O)NCc3ccccc3F)C2)c1 (stereo not given)
-35%,Clc1ccc(/C=C/c2ccnc3ccccc23)cc1
1%,CC(C)CNS(=O)(=O)c1ccc(S(=O)(=O)NC2CCOC(C)(C)C2)cc1 (stereo not given)
8%,Cc1ccc(C(=O)NCc2ccc(F)cc2)s1
49%[activator],CSc1ccc(/C=C/C(=O)OCC(=O)N2CCN(c3ccccc3)CC2)cc1
1%,O=C(NNc1c(Cl)cccc1Cl)c1sc2ccccc2c1Cl
3%,COc1cccc(C(C#N)NCCCNC(C#N)c2cccc(OC)c2OC)c1OC (stereo not given)
6%,Cc1nc(C(=O)O)sc1C1(C)CC(c2cccc([N+](=O)[O-])c2)=NO1 (stereo not given)
-19%,CCc1cc(-c2ccc3c(c2)COc2c4ccccc4nn2-3)on1
9%,CN(C)c1ccc(NC(=O)CSc2n[nH]c(-c3ccncc3)n2)cc1
22%,COC(C[C@@H](O)C[C@@H](O)[C@@H](C)OCc1ccccc1)OC
3%,Cc1nc(NCc2ccco2)c2cn[nH]c2n1
-11%,CN(C(=O)c1cccc(NC(=O)Cc2ccc(NC(=O)C3CCCN(C(=O)c4ccccc4)C3)cc2)c1)C1CCCCC1 (stereo not given)
-13%,CCOC(=O)CSc1nnc(C)c(C)n1
-14%,CCOC(=O)C1C(=O)NC(C(=O)OCC)(C(=O)OCC)C1CC (stereo not given)
-18%,CCOC(=O)C1(CCOc2ccccc2)CCN(Cc2ccc(OCC)c(CO)c2)CC1
-14%,CC(C)CN1CC(Br)C(=O)NC1=O (stereo not given)
-2%,O=C(c1ccccc1)N(c1ccccc1)c1nccc2ccccc12
-13%,Cn1c(=O)c2c(nc(OC/C=C/c3ccccc3)n2C)n(C)c1=O
8%,O=C(NN=Cc1cccc2ccccc12)C(=O)NN=Cc1cccc2ccccc12
-1%,O=C1CC(c2ccccc2)C(c2ccccc2)=NN1 (stereo not given)
-11%,O=C(Nc1ccccc1)C(CCCCN1C(=O)c2ccccc2C1=O)N1C(=O)c2ccccc2C1=O (stereo not given)
-1%&-7%,CN(CC(=O)O)c1ccc(/C=C2\C=Cc3ccccc32)cc1
0%,OC1C(Br)=Cc2ccccc21 (stereo not given)
-4%,O=C(C(c1ccccc1)c1ccccc1)N1CCC(c2nc(-c3ccccc3Cl)no2)CC1
-7%,O=C(COc1ccccc1)Nc1nc2cc3c(cc2s1)OCO3
-20%,COc1ccc(CCC(=O)c2ccc(OC)cc2)cc1
-6%,CC(=O)Nc1ccc(C(=O)NCC(c2ccco2)N(C)C)cc1 (stereo not given)
-1%,COc1cc(C(=O)NCCc2ccc3c(c2)OCO3)cc(OC)c1OC
-20%,Cc1cc[n+](CC#N)cc1
-17%,COc1ccc(NC(=O)CCCCC(=O)Nc2ccc(OC)cc2OC)c(OC)c1
1%,CCNCCNc1ccc(Cl)cc1[N+](=O)[O-]
2%,NS(=O)(=O)c1ccc(NC(=O)c2nc(S(=O)(=O)Cc3ccccc3F)ncc2Cl)cc1
8%,Cc1ccc(NS(=O)(=O)c2cccc(C(=O)NC3CCN(Cc4ccccc4)CC3)c2)c(C)c1
1%,O=C(O)C1CC2CCC1CC2 (stereo not given)
-7%,Cc1cccc(OCC(=O)Nc2cc(C)c(O)c(-c3nc4ccccc4o3)c2)c1
-9%,O=C(NNC(=O)c1cccc2ccccc12)c1ccc(Cl)cc1
-15%,COC(=O)[C@@]1(Cc2ccccc2)[C@H]2C(=O)N(Cc3ccccc3)C(=O)[C@H]2[C@H]2CN(C)C(=NCc3ccccc3)N21
-19%,Cc1nc(-c2ccccc2)sc1C1(C)CC(c2ccccc2F)=NO1 (stereo not given)
18%,C=C(C)[C@@H]1CC=C(CO)CC1
-6%,OC(CBr)CN1CCCCC1 (stereo not given)
18%,COc1ccc(Nc2nc(C)cc(-c3cc(-c4ccccc4)on3)n2)cc1
0%,Cc1onc(-c2ccccc2Cl)c1C(=O)Nc1cc(=O)n(C)c(=O)n1C
28%,COc1cccc(C2C(C(=O)c3cc4ccccc4o3)=C(O)C(=O)N2CCN(C)C)c1OC (stereo not given)

The list continues.
FEN1 inh,SMILES
9%,O=C(Nc1ccc(Br)cc1F)c1cnn2c1NC(=C1CC1)C=C2C(F)F
-12%,O=C(NC(CSC(=O)c1ccccc1)C(=O)O)OCc1ccccc1 (stereo not given)
-3%,CCN1C(=O)/C(=C/c2cn(-c3ccccc3)nc2-c2cccnc2)SC1=S
0%,COc1ccc(-c2ccc3c(c2)[C@@H]2C[C@H](N(C)S(=O)(=O)c4ccccc4)[C@H]([C@H](C)O)C(=O)N2CC3)cc1
10%,CCCn1c(C)nc2c(c1=O)c1nc3ccccc3nc1n2-c1ccccc1
-16%,CCOc1ccccc1C(=O)N(Cc1ccccc1)Cc1cc2cc3c(cc2[nH]c1=O)OCCO3
0%,CC(C)c1cc(CN2C(C)COCC2C)cc(C(C)C)c1O (stereo not given)
-5%,Cc1cc(Br)ccc1NC(=O)CN(C)C(=O)C1CCN(c2ncnc3sc(C)c(C)c23)CC1
-22%,Cc1ccc2c(C)c(C(=O)Nc3cccnc3)oc2c1C
7%,CCCCN1C=C(C(=O)c2ccccc2)C(=O)CC1
-3%,CC1=C(C)N(C)[C@H](c2ccccc2Br)[C@H](O)C1=O
-1%,CN(C)c1ccc(/C=C/c2ccc3cc(N)ccc3n2)cc1
-5%,Cc1cccc(Nc2nc(N)nc(N)c2N=O)c1
-5%,O=C(Nc1nnc(CCc2ccccc2)s1)C1CCN(C(=O)c2ccco2)CC1
-4%,O=C(Cc1c(F)cccc1Cl)NC1CCN(Cc2ccccc2)CC1
40%[activator],COc1ccccc1NS(=O)(=O)c1ccc(C(=O)NCC(c2ccco2)N2CCCCC2)cc1 (stereo not given)
40%[activator],O=C(NNc1ccccc1F)c1cccs1
1%,CC(=O)c1ccc[n+](CC(=O)c2ccc(F)cc2)c1
-14%,C[C@@H]1CCC[C@]2(O[C@H](CCO)C[C@@H](O)[C@@H]2O)O1
6%,CCCC1CC(=O)NC1(C(=O)OCC)C(=O)OCC (stereo not given)

Compounds from the list above that contain a COOH group, in the order listed:
FEN1 inh,SMILES
-7%,CC(C)C(C)N(Cc1ccc(C(=O)O)cc1)C(=O)c1ccc2ccccc2n1 (stereo not given)
6%,Cc1nc(C(=O)O)sc1C1(C)CC(c2cccc([N+](=O)[O-])c2)=NO1 (stereo not given)
-1%&-7%,CN(CC(=O)O)c1ccc(/C=C2\C=Cc3ccccc32)cc1
1%,O=C(O)C1CC2CCC1CC2 (stereo not given)
-12%,O=C(NC(CSC(=O)c1ccccc1)C(=O)O)OCc1ccccc1 (stereo not given)

(listing goes on)
FEN1 inh,SMILES
-22%,CCN(CC)c1ccc(/C=C/c2cc(Cl)nc3ccccc23)cc1
14%,O=C(COC(=O)c1ccc2ncsc2c1)NC(=O)C1CCCCC1
?,CN(C)/[N+]([O-])=N/Oc1cc(F)c([N+](=O)[O-])cc1[N+](=O)[O-]
-18%,CC(C)(CCc1ccccn1)C(=O)CCCc1ccccn1
9%,COc1cc(/C=N/NC(=O)c2cccc3ccccc23)ccc1OCC(N)=O
-4%,Cc1oc(-c2cccc(Cl)c2)nc1CN1CCC(C(=O)N2CCN(c3ccccn3)CC2)CC1
-10%,O=C(O)C1C2CCCCC2=C2CCCCC2C1C(=O)Nc1nccs1 (stereo not given)
10%,O=C(O)CC1(C(=O)O)CCCC1
-12%,Cc1ccc(S(=O)(=O)N(C)c2ccc(OCC(=O)OCc3cccc(Br)c3)cc2)cc1
12%,CC12CCCC(CC(=O)O)(C1)NC(=O)C2 (stereo not given)
10%,COc1cc(OC)cc(C(=O)Nc2cccc(NC(=O)c3cc(OC)cc(OC)c3)n2)c1
4%,COCCN(C(=O)c1ccc(N(C)S(=O)(=O)c2ccc(C)cc2)cc1)c1c(N)n(CC(C)C)c(=O)[nH]c1=O
-1%,CCCCNc1ccc(/C=C2\C=Cc3ccccc32)cc1
0%,O=C(c1cc(-c2ccccc2Cl)nc2ccc(Br)cc12)N1CCN(c2ccccn2)CC1
-6%,COc1ccc(C2Nc3ccccc3C(=O)N2Cc2ccco2)cc1OC (stereo not given)
3%,C=C1C(=O)OC2C=C(CO)CCC=C(CO)CC(OC(=O)C(C)C)C12 (stereo not given)
5%,CCOC(=O)C(C#N)=CN1CCNc2ccccc21
2%,O=C(CCCCC(=O)Nc1ccc(F)cc1F)Nc1ccc(F)cc1F
-1%,COC(=O)c1sccc1NC(=O)c1ccccc1Br
-4%,CC(C)Sc1nnc2c3ccccc3n(C)c2n1
-8%,N/C(=N\N=Cc1ccc2c(c1)OCO2)NN=Cc1ccc2c(c1)OCO2
-5%,NC(=O)C1CCN(C(=O)c2cc(S(=O)(=O)N3CCN(c4ccccc4)CC3)ccc2Cl)CC1
1%,ON(CCc1ccncc1)Cc1ccccc1
19%,CC1(C)CC(=O)C(=Cc2cn(-c3ccccc3)nc2-c2ccccc2)C(=O)C1
-13%,COc1c(F)c(F)c(-c2csc(N)n2)c(F)c1F
0%,CC(C)c1nc2oc3c(N4CCNCC4)ncnc3c2c2c1CCC2
-5%&-17%,O=C1[C@H](Cc2ccccc2)NCCCC[C@H](c2ccc(Cl)cc2)N1Cc1ccc(Cl)cc1
-8%,C/C=C(\NNC(C)=O)c1ccc(O)cc1
-3%,CC(C)(O)C#Cc1ccc(CNC[C@H]2O[C@@H](n3cnc(C(N)=O)n3)[C@H](O)[C@@H]2O)s1
7%,O=C(OCC(=O)N1CCN(C(=O)COC(=O)c2ccccc2NCCO)CC1)c1ccccc1NCCO

2 successive records from above, for reference:
FEN1 inh,SMILES
-13%,COc1c(F)c(F)c(-c2csc(N)n2)c(F)c1F
0%,CC(C)c1nc2oc3c(N4CCNCC4)ncnc3c2c2c1CCC2

(listing goes on)
FEN1 inh,SMILES
-12%,O=C(O)CC(CC(=O)O)c1ccc2c(c1)OCO2
-2%,COc1ccc(CCn2c(=S)[nH]c(=O)c3c(C)cc(C)nc32)cc1OC
-13%,O=C(Cc1ccccc1)N/N=C/c1ccccn1
17%,O=S(=O)(CCNC1CC1)NC1CCCCC1
7%,COc1ccc(C(=O)Nc2ccc(O)c3ccccc23)cc1OC
18%,O=C1C=C(c2cccc(O)c2)CCC1
-10%,Cc1ccc(S(=O)(=O)N(C)c2ccc(OCC(=O)Nc3ccc(S(C)(=O)=O)cc3)cc2)cc1
-8%,C(=NN1CCCCCC1)c1ccc2c(c1)OCO2
1%,NC(=O)C1(Nc2ccc(-c3ccc(Br)cc3)cc2)CCCC1
-3%,O=C(O)c1cncc(SCc2ccccc2)n1

Reprinted from the part before: 3 compounds, followed by the next part.
FEN1 inh,SMILES
-8%,C(=NN1CCCCCC1)c1ccc2c(c1)OCO2
1%,NC(=O)C1(Nc2ccc(-c3ccc(Br)cc3)cc2)CCCC1
-3%,O=C(O)c1cncc(SCc2ccccc2)n1
6%,CCOC(=O)C1(CCC(=O)OCc2ccccc2)CCCCC1=O (stereo not given)
-15%,O=C(O)C1Nc2ccc(C(F)(F)F)cc2C2OCCC12 (stereo not given)
-5%,COc1ccccc1/C=C/C(=O)c1cc(Br)ccc1OC(=O)c1ccco1
13%,CC12CCC(=O)C=C1CCC1C3CC(O)C(O)(C(=O)CO)C3(C)CC(O)C12F (stereo not given)
-4%,COc1cc(NC(=O)OCc2ccccc2)c2ncccc2c1
11%,CN(C(=O)c1ccc(NC(=O)Cc2ccc(NC(=O)C3CCN(C(=O)C4CC4)CC3)cc2)cc1)C1CCCC1
-18%,COc1cccc2cc(C(=O)N(Cc3cccs3)Cc3cccs3)c(=O)oc12
2%,Cc1cc(C)c(C)c(C(=O)C(=O)c2ccccc2)c1
-19%,Nc1c(C(=O)NCC2CCCO2)c2nc3ccccc3nc2n1/N=C/c1ccncc1 (stereo not given)
11%,COc1ccccc1NS(=O)(=O)c1cc(C(=O)Nc2ccc(S(=O)(=O)Nc3onc(C)c3C)cc2)ccc1C

Next section; it opens with the three that closed the last part.
FEN1 inh,SMILES
2%,Cc1cc(C)c(C)c(C(=O)C(=O)c2ccccc2)c1
-19%,Nc1c(C(=O)NCC2CCCO2)c2nc3ccccc3nc2n1/N=C/c1ccncc1 (stereo not given)
11%,COc1ccccc1NS(=O)(=O)c1cc(C(=O)Nc2ccc(S(=O)(=O)Nc3onc(C)c3C)cc2)ccc1C
2%,COCCn1c(CN2CCN(c3ccccc3)CC2)nc2c1c(=O)n(C)c(=O)n2C
-4%,COC(=O)c1ccccc1C(=O)N(c1ccccc1)c1ccccc1
5%,COc1ccccc1C1OCC(C)([N+](=O)[O-])CO1 (stereo not given)
-14%,O=c1oc2ccccc2c(O)c1Sc1ccc(Cl)cc1
-1%,O=C(NN=CC=Cc1ccccc1)C(O)C(O)C(=O)NN=CC=Cc1ccccc1 (stereo not given)
-5%,CC(C)c1cc(C(C)C)c(S(=O)(=O)N2CCNCC2)c(C(C)C)c1
16%,C#CCOCCOCCOCCNc1nc(N2CCN(C(=O)[C@H]([C@@H](C)CC)n3cc(CCC(=O)O)nn3)CC2)nc(N2CCN(C(=O)[C@H](CCCCN)n3cc(CCCC)nn3)CC2)n1
-36%,Oc1c(CN2CCOCC2)ccc(CN2CCOCC2)c1O
